AmpC detergent – AmpC beta-lactamase inhibition with detergent present; AmpC hydrolysis of nitrocefin, absorbance 480 nm, 0.01% Triton; Potency, µM (doses to about 114 µM), for the others: top-dose activity change, negative = inhibition, hits mostly inhibitors; 0.041% of 370,000 active; AID 485294;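 note: potency is the fitted concentration of half-maximal effect; 0% = no-compound wells and -100% = no-enzyme wells; nearly all actives have a fitted effect of over 25% in size; some results filed as inactive show a strong effect at the top dose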
Target sequence (P00811 whole entry, looked up): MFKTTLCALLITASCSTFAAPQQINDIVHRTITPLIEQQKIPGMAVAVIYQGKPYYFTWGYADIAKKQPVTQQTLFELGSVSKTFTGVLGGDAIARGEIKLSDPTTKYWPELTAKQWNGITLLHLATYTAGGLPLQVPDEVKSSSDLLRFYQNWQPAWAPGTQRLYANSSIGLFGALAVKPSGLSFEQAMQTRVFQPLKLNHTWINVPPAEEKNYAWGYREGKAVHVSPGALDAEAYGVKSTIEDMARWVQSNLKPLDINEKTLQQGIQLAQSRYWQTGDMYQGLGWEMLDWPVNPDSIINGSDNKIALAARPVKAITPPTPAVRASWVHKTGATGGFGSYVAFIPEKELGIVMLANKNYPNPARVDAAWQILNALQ
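20 mM phosphate pH 7.0 + 0.01% (detergent screen) or 0.0001% Triton X-100; 5.3 nM AmpC reagent; cpd preinc 15 min RT; nitrocefin (800 uM stock) to start; A480 q20 s × 4 min; Activity was normalised to no-enzyme and no-compound control wells.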
Sm TGR block – S. mansoni TGR enzyme inhibition. Q962Y6. Potency, µM (top dose mostly 114 µM), for inactives: top-dose activity change, negative = inhibition, actives largely listed as inhibitors. purified TGR, DTNB reduction, TNB absorbance 405 nm. AID 485364. 3% of 360,000 active; note: potency is the fitted concentration of half-maximal effect; nearly all actives have a fitted effect of over 60% in size
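TGR 20 nM + NADPH 100 uM (dispensed conc.), cpd preinc 15 min RT; start with NADPH (500 uM addition) then DTNB (15 mM addition). Kinetic TNB absorbance, 405 nm filter. Four-parameter Hill fit across titration.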
AmpC inh no detg – inhibitors of E. coli AmpC beta-lactamase without detergent; AmpC nitrocefin hydrolysis, absorbance 480 nm, 0.0001% Triton; Potency, µM (highest dose often 57.1 µM), inactives show top-dose activity change, negative = inhibition, usual class: inhibitors; 0.52% of 330,000 active;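 note: potency is the fitted concentration of half-maximal effect; plate controls were no compound for no effect and no enzyme for full effect; nearly all actives have a fitted effect of over 20% in size; some results filed as inactive show a strong effect at the top dose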
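AmpC (5.3 nM in the dispensed reagent) in 20 mM phosphate pH 7.0 with 0.01% (detergent screen) or 0.0001% Triton X-100 was preincubated with compounds for 15 min at room temperature. Nitrocefin was then added from an 800 uM solution, and hydrolysis was followed at 480 nm.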
Tb PYK inh – blocks Trypanosoma brucei pyruvate kinase. Q57TT1. TbPYK enzyme, Kinase-Glo Plus ATP luminescence, 45 min. Potency, µM (doses to about 76.8 µM), for inactives: top-dose activity, negative = inhibition, hits mostly inhibitors. 0.12% of 410,000 active. AID 624173; note: potency is the fitted concentration of half-maximal effect; nearly all actives have a fitted effect of over 50% in size
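Glycolytic pyruvate kinase of T. brucei was incubated with substrate, test compound and 130 uM ADP for 45 minutes at room temperature. Luminescent Kinase-Glo Plus signal was measured after 10 minutes.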
HCMV antiviral – blocks human cytomegalovirus replication; HFF cells, HCMV-luciferase reporter, 72 h; hits give low values; activity change, negative = inhibition, % at 57.5 µM; 4.5% of 410,000 active; in the data active = activity change below about -60%; inconclusive = no clear call, values can overlap the other calls; inactive = above about -39%
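After 16 h attachment at 37C, HFF cells received test compound and HCMV-luciferase (1 PFU/cell); reporter luminescence read 72 h later, data normalized against buffer-only and known inhibitor Salinomycin.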
LmPK inhibitor – inhibitors of Leishmania mexicana pyruvate kinase. Q27686. purified LmPK, Kinase-Glo ATP luminescence, 1 h. Potency, µM (series often up to 57.5 µM), inactives show at the highest dose activity change, negative = inhibition, actives largely listed as inhibitors. 0.37% of 290,000 active. AID 1721; note: potency is the fitted concentration of half-maximal effect
Target sequence (Q27686 whole entry, looked up): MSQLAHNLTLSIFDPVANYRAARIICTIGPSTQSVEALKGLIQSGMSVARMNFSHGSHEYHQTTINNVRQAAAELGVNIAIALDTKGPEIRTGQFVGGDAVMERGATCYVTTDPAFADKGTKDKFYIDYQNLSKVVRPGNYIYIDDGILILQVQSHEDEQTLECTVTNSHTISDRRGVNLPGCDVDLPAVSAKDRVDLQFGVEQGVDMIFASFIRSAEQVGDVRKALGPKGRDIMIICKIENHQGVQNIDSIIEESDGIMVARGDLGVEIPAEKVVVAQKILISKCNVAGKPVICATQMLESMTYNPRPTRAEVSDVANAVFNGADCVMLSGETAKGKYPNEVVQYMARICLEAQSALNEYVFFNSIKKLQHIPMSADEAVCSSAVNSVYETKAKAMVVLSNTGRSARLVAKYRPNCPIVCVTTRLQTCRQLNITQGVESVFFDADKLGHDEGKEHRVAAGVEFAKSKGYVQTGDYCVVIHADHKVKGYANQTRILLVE
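qHTS format; LmPK 0.1 nM; substrates PEP 0.5 mM and ADP 0.1 mM. One-hour room-temperature incubation, then coupled luciferase luminescence; 0.5 nM enzyme wells mark activation.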
AMA1 RON2 block – AMA1-RON2 (P. falciparum) interaction inhibition. 0.2% of 360,000 active. AID 720542. AlphaScreen AMA1-biotinylated RON2 peptide binding. Potency, µM (series often up to 58.2 µM), inactives show at the top dose activity change, negative = inhibition, most hits filed as inhibitors;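 note: potency is the fitted concentration of half-maximal effect; 0% = vehicle wells and -100% = peptide control; nearly all actives have a fitted effect of over 45% in size; some results filed as inactive show a strong effect at the top dose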
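AMA1 (3D7) with his tag at 25 nM final met compounds first, then biotinylated RON2 peptide at 25 nM; detection used donor plus acceptor beads, 10 µg/mL apiece, read by AlphaScreen after 30 min at room temperature.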
The depositor's hits bear a star; u = inconclusive; x = not tested or not shown; [ ] = another dose, or the depositor's remark. Unless noted, calls come from the whole dose curve; as a rule, active = well fitted curve in the direction sought with a large enough effect; inconclusive = small, poorly fitted or top-dose-only effect, or another doubt; inactive = no such curve, though single readings can be large; an effect the other way counts as inactive or inconclusive. Unless noted, % is set by controls: 0 for no effect and ±100 for the full control effect.

SMILES	AmpC detergent	Sm TGR block	AmpC inh no detg	Tb PYK inh	HCMV antiviral	LmPK inhibitor	AMA1 RON2 block
O=C1C(c2ccncc2)N(CCC2=CCCCC2)C(=O)CN1C1CCCCC1 (stereo not given)	2%	2%	106%[activator]	12%	89	-2%	32%[activator]
Cc1ccc(NC(=O)CN2C(=O)CCc3cc(S(=O)(=O)N4CCCCC4)ccc32)cc1N(C)C	2%	3%	x	-2%	5	x	x
O=C(NCc1ccccc1Cl)C1CCC(CNS(=O)(=O)c2ccc(Br)s2)CC1 (stereo not given)	10%	1%	x	0%	16	x	x
Cc1cc(NC(=O)CCCn2c(C)c3cnn(-c4ccccc4)c(=O)c3c2C)ccc1Br	-5%	-6%	x	0%	10	x	x
O=C(CSc1ccc(Cl)cc1)NNC(=O)c1ccco1	2%	0%	-15%	-4%	8	-12%	106%[activator]
Cn1c(=O)[nH]c(=O)c2c1nc(N/N=C/c1ccncc1)n2Cc1ccc(Cl)cc1	-7%	-13%	-3%	-4%	153	6%	12%
CCOC(=O)C1CCCN(C(=O)CCNS(=O)(=O)c2ccc(Br)cc2)C1 (stereo not given)	-12%	-2%	1%	-1%	0	x	0%
Cc1cn([C@H]2C[C@H](O)[C@@H](/C=C/C(=O)NCC(c3ccccc3)c3ccccc3)O2)c(=O)[nH]c1=O	x	x	x	6%	42	x	-2%
Cc1ccc(C(=O)OCC(=O)NC2CCCc3ccccc32)o1 (stereo not given)	-6%	-17%	-14%	-3%	1	x	-18%
O=C(NCCc1ccccc1)c1ccc(Cl)c(S(=O)(=O)N2CCOCC2)c1	1%	-21%	-3%	-16%	-5	-3%	0%
Cc1ccc(N(CCC#N)C(=O)COC(=O)c2cc(C)no2)cc1	u	-7%	-12%	1%	-23	x	10%
CC(=O)c1cccc(N(C(=O)CNC(=O)c2ccco2)C(C(=O)NC2CCCC2)c2ccco2)c1 (stereo not given)	0%	u	-4%	-4%	-7	-11%	-6%
COc1ccccc1NC(=O)Cn1c(=O)c(N(C)C)c(N)n(C)c1=O	3%	6%	-16%	-2%	-24	-6%	22%
Cc1ccc(Sc2c(CO)c(-c3ccccc3)nn2C)cc1	-4%	10%	-5%	0%	-83*	-1%	-7%
CCCSC1=C(C#N)C(c2ccccc2OCC)CC(=O)N1 (stereo not given)	-1%	2%	-11%	1%	-10	1%	2%
Cc1ccc(-n2c(=O)c3c4c(sc3n3c(=S)[nH]nc23)CCC4)cc1	8%	-6%	-24%	u	39	-19%	70%[activator]
CC(C)c1ccc(-c2noc(SCC(=O)N(C)c3ccc(F)cc3)n2)cc1	-9%	-26%	x	-4%	0	x	x
Cc1ccnc(NC(=O)C(C)N2C(=O)c3ccccc3S2(=O)=O)c1 (stereo not given)	u	-1%	-19%	0%	-20	x	17%
CN(c1ccc(C(=O)NCC2CCCO2)cc1)S(=O)(=O)c1ccc(Cl)cc1 (stereo not given)	x	x	x	4%	3	x	-4%
CCNc1c(NS(=O)(=O)c2ccc(OC)cc2)c(=O)oc2ccccc12	u	-1%	-18%	-14%	-31	-1%	1%

Full records as entered above:
COc1ccccc1NC(=O)Cn1c(=O)c(N(C)C)c(N)n(C)c1=O is listed with AmpC detergent = 3%; Sm TGR block = 6%; AmpC inh no detg = -16%; Tb PYK inh = -2%; HCMV antiviral = -24; LmPK inhibitor = -6%; AMA1 RON2 block = 22%
Cc1ccc(NC(=O)CN2C(=O)CCc3cc(S(=O)(=O)N4CCCCC4)ccc32)cc1N(C)C is listed with AmpC detergent = 2%; Sm TGR block = 3%; AmpC inh no detg = x; Tb PYK inh = -2%; HCMV antiviral = 5; LmPK inhibitor = x; AMA1 RON2 block = x

(listing goes on)
SMILES	AmpC detergent	Sm TGR block	AmpC inh no detg	Tb PYK inh	HCMV antiviral	LmPK inhibitor	AMA1 RON2 block
COC(=O)C1=C(C)N(C)C(=O)NC1c1cccc2ccccc12 (stereo not given)	-4%	6%	-5%	2%	-21	-1%	18%
O=C(CSc1nnc(Cc2ccccc2)o1)c1ccc2c(c1)OCO2	-21%	0%	-12%	-14%	-2	x	0%
COc1ccc(NC(=O)CN(C)C(=O)c2ccc3c(c2)NC(=O)CS3)cc1	-1%	-20%	-17%	-17%	-13	x	-4%
COc1ccc(N(C(=O)C(C)C)S(=O)(=O)c2cccs2)cc1	-9%	-30%	-5%	1%	-9	3%	11%
Cc1nn(Cc2ccccc2)c(Cl)c1C(=O)OCC(=O)NC(=O)NC12CC3CC(CC(C3)C1)C2	-12%	0%	-41%	14%	-18	2%	0%
Cn1c(Nc2ccccc2)cc(=O)n(C)c1=O	-6%	0%	-4%	-1%	14	-9%	-7%
O=C(COC(=O)CCSc1ccc(Cl)cc1)NCc1ccccc1	-2%	3%	-6%	-4%	u	-1%	14%
O=C(/C=C/c1cccc(Br)c1)N1CCN(c2ccccn2)CC1	2%	-2%	25%	-8%	0	-13%	-10%
COc1ccc(NS(=O)(=O)c2cc(NC(=O)C(CC(C)C)NC(N)=O)ccc2N2CCOCC2)cc1 (stereo not given)	x	x	x	-11%	-68*	x	3%
O=C(CCn1c(=O)c2ccccc2n(Cc2ccc(F)cc2Cl)c1=O)NCc1ccc2c(c1)OCO2	11%	2%	x	4%	-38	x	x
O=C(O)C1CC1c1ccc(Br)cc1 (stereo not given)	-8%	0%	-10%	3%	10	0%	8%
Cc1cc(C)c(S(=O)(=O)N2CCCCC2)c(C)c1-n1ncnn1	u	-3%	-18%	0%	-29	-2%	7%
CN(Cc1c(C(=O)N/N=C/c2cccc(F)c2)nnn1-c1nonc1N)c1ccccc1	-15%	14%	-41%	4%	6	-2%	-4%
CCCN(C(=O)c1cc2c(s1)-c1ccccc1OC2)c1ccccc1F	5%	0%	x	7%	-8	x	x
COc1ccc(C2C(C(=O)c3ccco3)=C(O)C(=O)N2CCCn2ccnc2)c(OC)c1 (stereo not given)	-7%	-19%	2%	3%	-1	2%	-21%
O=S(=O)(c1ccc2c(c1)OCCO2)N1CCN(c2cccc(Cl)c2)CC1	5%	8%	17%	1%	4	9%	-12%
COc1ccc(C(C)=O)cc1COC(=O)c1cc(=O)c2ccccc2o1	-7%	1.8µM*	-4%	-1%	28	-4%	8%
COc1ccc(OCCOC(=O)CNC(=O)c2ccc(F)cc2)cc1	x	x	x	0%	u	x	-6%
Cn1c(C(=O)N/N=C/c2ccccc2)cc2ccccc21	0%	u	-19%	0%	-3	-4%	1%
CC1(C(=O)NS(=O)(=O)c2cccc(Cl)c2)CCN1C(=O)Cc1cc(F)ccc1F (stereo not given)	x	x	x	6%	-16	x	-2%

As entered above:
Reading of COC(=O)C1=C(C)N(C)C(=O)NC1c1cccc2ccccc12 (stereo not given) under AmpC inh no detg: -5%
Reading of Cc1cc(NC(=O)CCCn2c(C)c3cnn(-c4ccccc4)c(=O)c3c2C)ccc1Br under AmpC detergent: -5%

Continuation:
SMILES	AmpC detergent	Sm TGR block	AmpC inh no detg	Tb PYK inh	HCMV antiviral	LmPK inhibitor	AMA1 RON2 block
Clc1ccc(-c2cn3ncsc3n2)cc1	20%	-2%	x	-4%	44	x	x
O=C(c1ccc(Cl)cc1)N1CCCOC1	u	-5%	-7%	1%	51	0%	-4%
CC12CCC3c4ccc(OC(=O)N(CCCl)CCCl)cc4CCC3C1CCC2O (stereo not given)	x	x	x	-1%	9	x	9%
N#CCc1ccc(NC(=O)c2ccccc2C(=O)Nc2ccc(CC#N)cc2)cc1	-4%	-18%	-60%	-4%	-72*	-5%	-2%
CCOc1ccc(OCC)c(S(=O)(=O)n2cc(C)nc2CC)c1	2%	x	128%[activator]	5%	-38	0%	-6%
C=CCn1c(SC2CCOC2=O)nc2scc(C3CC3)c2c1=O (stereo not given)	0%	-14%	-39%	5%	-20	-2%	-6%
Cc1ccc2c(C)c(C(=O)N(C)CCC3CCCCO3)oc2c1C (stereo not given)	-4%	-11%	-7%	21%	52	-3%	-9%
CCCCCOc1ccc(NC(=O)Cc2csc(C)n2)cc1	12%	3%	x	8%	20	x	x
Cc1ccc(Nc2nc(-c3ccc(C)cc3)c(CC(=O)O)s2)cc1	-1%	u	-30%	-12%	50	5%	20%
O=C(NNc1ccc([N+](=O)[O-])cc1[N+](=O)[O-])C1C2CCCCC21 (stereo not given)	1%	1%	-3%	4%	u	1%	-8%
CCOc1ccc(C(C)NC(=O)C2CCC2)cc1 (stereo not given)	-6%	-5%	-13%	3%	6	7%	-1%
CCOC(=O)c1c(NC(=O)c2cc(OC)c(OC)c(OC)c2)sc2c1CCCC2	15%	2%	x	3%	-25	x	x
O=C(Nc1cccc(S(=O)(=O)N2CCCCC2)c1)c1ccc2ncsc2c1	4%	5%	-38%	1%	-9	4%	0%
COc1ccccc1-c1nnc2n1N=C(c1ccc(OC(F)F)c(OCC3CC3)c1)CS2	x	x	2%	-9%	-15	x	x
CC(=O)/C=C/c1ccccc1Oc1c(F)c(F)nc(F)c1F	2%	-1%	-16%	1%	-67*	0%	3%
COc1cc(C2C(C(N)=O)=C(C)Nc3nc(CCCO)nn32)cc(OC)c1OC (stereo not given)	-16%	-3%	-7%	1%	-31	3%	2%

Reprinted at random: 2 records from the list, in no set order.
SMILES	AmpC detergent	Sm TGR block	AmpC inh no detg	Tb PYK inh	HCMV antiviral	LmPK inhibitor	AMA1 RON2 block
O=C(Nc1cccc(S(=O)(=O)N2CCCCC2)c1)c1ccc2ncsc2c1	4%	5%	-38%	1%	-9	4%	0%
O=C(NNc1ccc([N+](=O)[O-])cc1[N+](=O)[O-])C1C2CCCCC21 (stereo not given)	1%	1%	-3%	4%	u	1%	-8%

Part of the list above, as a markdown table:
| molecule | AmpC detergent | Sm TGR block | AmpC inh no detg | Tb PYK inh | HCMV antiviral | LmPK inhibitor | AMA1 RON2 block |
| --- | --- | --- | --- | --- | --- | --- | --- |
| O=C(NCc1ccccc1Cl)C1CCC(CNS(=O)(=O)c2ccc(Br)s2)CC1 (stereo not given) | 10% | 1% | x | 0% | 16 | x | x |
| Cc1cc(NC(=O)CCCn2c(C)c3cnn(-c4ccccc4)c(=O)c3c2C)ccc1Br | -5% | -6% | x | 0% | 10 | x | x |
| O=C(CSc1ccc(Cl)cc1)NNC(=O)c1ccco1 | 2% | 0% | -15% | -4% | 8 | -12% | 106%[activator] |
| Cn1c(=O)[nH]c(=O)c2c1nc(N/N=C/c1ccncc1)n2Cc1ccc(Cl)cc1 | -7% | -13% | -3% | -4% | 153 | 6% | 12% |
